Screening data from PubChem BioAssay.
All columns: NCI-60 one-dose screen, growth in % after 48 h at 10 µM unless noted; 100 = growth as untreated, 0 = no growth, -100 = all killed.
786-0: 786-0 renal cancer cells | hit rate 5.1% among 81,000
UO-31: UO-31 renal cancer. hit rate 5.2% among 81,000. AID 1794768
SW-620: SW-620 colon cancer; hit rate 5.2% among 82,000
TK-10: TK-10 renal cancer cells; hit rate 3.9% among 81,000; AID 1794769
HCT-116: HCT-116 colon cancer. hit rate 7.3% among 82,000. AID 1794798
HT29: HT29 colon cancer; hit rate 7.4% among 81,000
SN12C: SN12C renal cancer cells | AID 1794767 | hit rate 3.8% among 81,000
HCT-15: HCT-15 colon cancer. AID 1794746. hit rate 5.2% among 82,000
HCC-2998: HCC-2998 colon cancer; hit rate 4.7% among 79,000; AID 1794799
Active calls of the source: *; . = no result given; [ ] = another dose, or the depositor's remark. The calls were made as follows: active = growth percent below 10; inactive = the rest.

1: Nc1ccc(-c2nnc(SCc3ccc(O)c4ncccc34)o2)cc1
2: CCN(CC)CC(O)CO (stereo not given)
3: Cc1ccc(-c2cc(C(=O)O)c3ccccc3n2)c(C)c1
4: CCC(=O)Nc1cccc(Cl)c1
5: NC(CCc1ccccc1)c1ccccc1 (stereo not given)
6: N#CCCSC(=N)N

| screen / no. | 1 | 2 | 3 | 4 | 5 | 6 |
| --- | --- | --- | --- | --- | --- | --- |
| 786-0 | 7.9* | 98 | 99 | 100 | 101 | 104 |
| UO-31 | -12* | 91 | 79 | 86 | 90 | 87 |
| SW-620 | 5.5* | 96 | 103 | 115 | 99 | 108 |
| TK-10 | 1.7* | 105 | 111 | 105 | 88 | 95 |
| HCT-116 | 0.2* | 98 | 99 | 98 | 95 | 106 |
| HT29 | 8.4* | 105 | 117 | 101 | 82 | 97 |
| SN12C | 6.0* | 106 | 107 | 97 | 98 | 108 |
| HCT-15 | 10 | 102 | 105 | 110 | 104 | 103 |
| HCC-2998 | 14 | 100 | . | 115 | 97 | 107 |

7: COc1cc(/C=N/NC(=O)c2ccc(C(F)(F)F)nc2Nc2cc(Cl)ccc2C)cc(OC)c1OC
8: O=c1[nH][nH]c(-c2ccccc2)c1-c1ccccc1
9: COc1ccc(C(=O)/C=C/c2ccc(Cl)cc2)cc1S(N)(=O)=O
10: Cc1cc(Cl)ccc1NC(=O)/N=C1\NC(=O)CS1
11: COc1cc(CNC(=O)/C=C/C=C/c2ccc3c(c2)OCO3)ccc1O
12: CCCCCCCCCCCCCCCCO

| screen / no. | 7 | 8 | 9 | 10 | 11 | 12 |
| --- | --- | --- | --- | --- | --- | --- |
| 786-0 | 98 | 111 | -31* | 97 | 99 | 102 |
| UO-31 | 103 | . | 33 | 78 | 87 | 84 |
| SW-620 | 97 | 100 | 13 | 108 | 95 | 100 |
| TK-10 | 119 | 102 | 70 | 102 | 122 | 109 |
| HCT-116 | 99 | 106 | -78* | 98 | 106 | 98 |
| HT29 | 127 | 111 | 44 | 100 | 107 | 101 |
| SN12C | 94 | 102 | 15 | 99 | 96 | 102 |
| HCT-15 | 104 | 104 | 26 | 91 | 86 | 104 |
| HCC-2998 | 104 | 94 | 100 | 104 | 102 | 105 |

13: CCCCCCCCCCCCCCCCCCOc1cccc(CC(=O)NCC[N+]2(C)CCCCC2)c1
14: COc1ccc(SC2c3ccc(O)cc3Oc3nc(N)c(C#N)c(N)c32)cc1 (stereo not given)
15: C[N+](C)(C)CC(=O)NN
16: CN1CCN(Cc2c[nH]c3ncnc(N4CCOCC4)c23)CC1
17: COc1ccc(C2CC(c3ccc(OC)cc3OC)=NN2C(=O)c2ccc(S(C)(=O)=O)cc2)cc1 (stereo not given)
18: N#CC[n+]1ccc2ccccc2c1

| screen / no. | 13 | 14 | 15 | 16 | 17 | 18 |
| --- | --- | --- | --- | --- | --- | --- |
| 786-0 | 94 | 82 | 111 | 111 | 97 | 106 |
| UO-31 | 101 | 71 | 96 | 73 | 81 | 83 |
| SW-620 | 99 | 105 | 102 | 104 | 109 | 95 |
| TK-10 | 101 | 73 | 105 | 116 | 101 | 134 |
| HCT-116 | 97 | 95 | 107 | 106 | 93 | 95 |
| HT29 | 104 | 101 | 109 | 98 | 83 | 97 |
| SN12C | 101 | 54 | 102 | 99 | 107 | 92 |
| HCT-15 | 101 | 85 | 110 | 106 | 97 | 95 |
| HCC-2998 | 107 | 93 | 109 | 107 | 116 | 101 |

19: Cc1nc2sc3c(c2c(C)c1Br)NC(c1ccccc1F)NC3=O (stereo not given)
20: CCN(CC)CCOC(=O)C1c2ccccc2-c2ccccc21
21: O=C(O)/C=C/c1ccccc1O
22: CC1=C(C(=O)OC(C)(C)C)C(c2ccc3c(c2)OCO3)NC(=S)N1 (stereo not given)
23: c1cnc2[nH]cnc2n1
24: O=C1Nc2ccccc2/C1=C/c1cn(CC(O)CN2CCCCC2)c2ccccc12 (stereo not given)

| screen / no. | 19 | 20 | 21 | 22 | 23 | 24 |
| --- | --- | --- | --- | --- | --- | --- |
| 786-0 | 105 | 101 | 91 | 96 | 99 | 110 |
| UO-31 | 68 | 80 | 93 | 94 | 82 | 83 |
| SW-620 | 101 | 104 | 101 | 104 | 111 | 103 |
| TK-10 | 147 | 97 | 102 | 97 | 98 | 121 |
| HCT-116 | 94 | 101 | 96 | 97 | 109 | 101 |
| HT29 | 96 | 86 | 106 | 105 | 99 | 107 |
| SN12C | 94 | 104 | 91 | 96 | 108 | 96 |
| HCT-15 | 103 | 103 | 96 | 103 | 105 | 108 |
| HCC-2998 | 97 | 101 | 96 | 102 | 117 | 108 |

25: CC(=O)NN1C(=O)c2ccccc2C1=O
26: Cc1cc(C(=O)O)c(N)c(C)n1
27: COP(=O)(OC)c1nnn(-c2cccc([N+](=O)[O-])c2)c1C
28: O=C1NC(=O)C(=Cc2cn(Cc3cccc4ccccc34)c3ccccc23)C(=O)N1
29: C=CCNCc1cc(O)c(CNCC=C)cc1O
30: Nc1nc2c(ncn2[C@@H]2O[C@H](C(=O)O)[C@@H](O)[C@H]2O)c(=O)[nH]1

| screen / no. | 25 | 26 | 27 | 28 | 29 | 30 |
| --- | --- | --- | --- | --- | --- | --- |
| 786-0 | 89 | 104 | 103 | 107 | 99 | 104 |
| UO-31 | 108 | 83 | 85 | 74 | 96 | 94 |
| SW-620 | 117 | 106 | 100 | 92 | 98 | 104 |
| TK-10 | 86 | 101 | 99 | 81 | 113 | 98 |
| HCT-116 | 91 | 102 | 105 | 77 | 103 | 102 |
| HT29 | 89 | 112 | 105 | 107 | 106 | 106 |
| SN12C | 103 | 106 | 104 | 89 | 93 | 100 |
| HCT-15 | . | 100 | 106 | 80 | 101 | 102 |
| HCC-2998 | 95 | 111 | 110 | 101 | 113 | 111 |

31: COc1ccc(C(Cl)C(F)(F)F)cc1 (stereo not given)
32: Cc1ccc(O)c(NC(=O)c2ccc(CNc3ccnc(C(F)(F)F)c3)cc2)c1
33: OCc1cnccc1NC1CCNC1 (stereo not given)
34: O=S(=O)(Nc1ccc2[nH]ccc2c1)C(F)(F)F
35: CN1CC(=O)N(c2ccccc2)N=C1C(=O)Nc1ccccc1Cl
36: ClC(Cl)(Cl)C1OCCCO1

| screen / no. | 31 | 32 | 33 | 34 | 35 | 36 |
| --- | --- | --- | --- | --- | --- | --- |
| 786-0 | 100 | 49 | 99 | 94 | 87 | 100 |
| UO-31 | 84 | 33 | 84 | 92 | 93 | 92 |
| SW-620 | 110 | 87 | 102 | 101 | 107 | 94 |
| TK-10 | . | 97 | . | 102 | 107 | 112 |
| HCT-116 | 100 | 66 | 87 | 103 | 101 | 112 |
| HT29 | 98 | 66 | 98 | 107 | 112 | 113 |
| SN12C | 98 | 46 | 98 | 96 | 106 | 102 |
| HCT-15 | 108 | 50 | 105 | 103 | 93 | 91 |
| HCC-2998 | 105 | 28 | 97 | 108 | 103 | 107 |

No new results follow: entries from further up.
35: CN1CC(=O)N(c2ccccc2)N=C1C(=O)Nc1ccccc1Cl
36: ClC(Cl)(Cl)C1OCCCO1

| screen / no. | 35 | 36 |
| --- | --- | --- |
| 786-0 | 87 | 100 |
| UO-31 | 93 | 92 |
| SW-620 | 107 | 94 |
| TK-10 | 107 | 112 |
| HCT-116 | 101 | 112 |
| HT29 | 112 | 113 |
| SN12C | 106 | 102 |
| HCT-15 | 93 | 91 |
| HCC-2998 | 103 | 107 |

(list continues)
37: C#Cc1cccc(NC(=O)Nc2cccc(N=C=S)c2)c1
38: O=C1c2cc3c(cc2-c2c1c1ccc(Cl)cc1c(=O)n2C[C@H](O)[C@@H](O)[C@H](O)CO)OCO3
39: O=C1Nc2ccc(Br)cc2C12CC(c1ccccc1)=NN2 (stereo not given)
40: CCCCCCCCCCCCCCCCCOC(=O)CCCCCCCCCCCCC
41: O=C1OCC/C1=C/OCCCCCCO/C=C1/CCOC1=O
42: COc1cc2ncnc(Nc3cccc(Cl)c3F)c2cc1OC(=O)N1CCN(C)C[C@H]1C

| screen / no. | 37 | 38 | 39 | 40 | 41 | 42 |
| --- | --- | --- | --- | --- | --- | --- |
| 786-0 | 95[8.25 µM] | 4.9* | 47 | 112 | 108 | 76 |
| UO-31 | 88[8.25 µM] | -72* | 48 | 89 | 94 | 42 |
| SW-620 | 104[8.25 µM] | 2.6* | 19 | 99 | 99 | 94 |
| TK-10 | 119[8.25 µM] | -49* | 78 | 130 | 101 | 28 |
| HCT-116 | 96[8.25 µM] | 11 | 23 | 105 | 102 | 87 |
| HT29 | 113[8.25 µM] | -14* | 12 | 107 | 99 | 54 |
| SN12C | 98[8.25 µM] | -5.4* | 62 | 108 | 99 | 50 |
| HCT-15 | 105[8.25 µM] | 0.4* | 33 | 102 | 101 | 75 |
| HCC-2998 | 105[8.25 µM] | 16 | 75 | 110 | 122 | . |

43: Cc1c(Cc2ccccc2)c(=O)oc2c(C)c(OCC(=O)NN)ccc12
44: O=c1c2ccccc2nc(COc2ccccc2)n1NCc1ccc([N+](=O)[O-])cc1
45: C=C[C@@]1(C)C=C2CC[C@H]3[C@@](C)(CCC[C@]3(C)C=O)[C@@H]2CC1
46: COc1ccc(C)c2sc(N(Cc3cccnc3)C(=O)c3ccc(C#N)cc3)nc12
47: COc1csc(/C=N/NC(=O)c2[nH]c3ccc(Br)cc3c2-c2ccccc2)c1
48: CC(=O)C1CCC(C)=CC1=O (stereo not given)

| screen / no. | 43 | 44 | 45 | 46 | 47 | 48 |
| --- | --- | --- | --- | --- | --- | --- |
| 786-0 | 103 | 92 | 98 | -12* | 4.8* | 92 |
| UO-31 | 73 | 65 | 90 | -51* | 37 | 80 |
| SW-620 | 104 | 86 | 93 | 11 | 18 | 103 |
| TK-10 | 122 | 122 | 100 | 18 | 33 | 98 |
| HCT-116 | 90 | 85 | 105 | 13 | -29* | 103 |
| HT29 | 97 | 83 | 108 | 16 | -31* | 103 |
| SN12C | 100 | 71 | 99 | 7.6* | 5.5* | 99 |
| HCT-15 | 58 | 73 | 96 | 17 | 0.5* | 99 |
| HCC-2998 | 102 | 94 | 109 | 11 | 7.9* | 103 |

Of the compounds above, these have fluorine:
7: COc1cc(/C=N/NC(=O)c2ccc(C(F)(F)F)nc2Nc2cc(Cl)ccc2C)cc(OC)c1OC
19: Cc1nc2sc3c(c2c(C)c1Br)NC(c1ccccc1F)NC3=O (stereo not given)
31: COc1ccc(C(Cl)C(F)(F)F)cc1 (stereo not given)
32: Cc1ccc(O)c(NC(=O)c2ccc(CNc3ccnc(C(F)(F)F)c3)cc2)c1
34: O=S(=O)(Nc1ccc2[nH]ccc2c1)C(F)(F)F
42: COc1cc2ncnc(Nc3cccc(Cl)c3F)c2cc1OC(=O)N1CCN(C)C[C@H]1C

| screen / no. | 7 | 19 | 31 | 32 | 34 | 42 |
| --- | --- | --- | --- | --- | --- | --- |
| 786-0 | 98 | 105 | 100 | 49 | 94 | 76 |
| UO-31 | 103 | 68 | 84 | 33 | 92 | 42 |
| SW-620 | 97 | 101 | 110 | 87 | 101 | 94 |
| TK-10 | 119 | 147 | . | 97 | 102 | 28 |
| HCT-116 | 99 | 94 | 100 | 66 | 103 | 87 |
| HT29 | 127 | 96 | 98 | 66 | 107 | 54 |
| SN12C | 94 | 94 | 98 | 46 | 96 | 50 |
| HCT-15 | 104 | 103 | 108 | 50 | 103 | 75 |
| HCC-2998 | 104 | 97 | 105 | 28 | 108 | . |

(list continues)
49: COc1ccc(/C=C2\SC(=O)NC2=NCCCO)cc1OC
50: Cc1ccc2cccnc2c1N
51: NS(=O)(=O)c1ccc(Nc2ccccc2)c([N+](=O)[O-])c1
52: COc1cccc(Cn2cc3c(c2)-c2oncc2CC3)c1
53: CCOC(=O)c1nn(-c2ccc(Cl)cc2)c(=N/N=C(\C)c2c(Oc3ccccc3)c(OC)c3occc3c2OC)s1
54: CCCCN1C(=O)c2cccc3cccc(c23)C1=O

| screen / no. | 49 | 50 | 51 | 52 | 53 | 54 |
| --- | --- | --- | --- | --- | --- | --- |
| 786-0 | 98 | 108 | 102 | 30 | 107 | 98 |
| UO-31 | 84 | 88 | 161 | 39 | 86 | 54 |
| SW-620 | 98 | . | 103 | 26 | 106 | 98 |
| TK-10 | 106 | 116 | 103 | 69 | 109 | 142 |
| HCT-116 | 100 | 109 | 105 | 8.7* | 93 | 100 |
| HT29 | 112 | 106 | 100 | 9.2* | 106 | 98 |
| SN12C | 98 | 112 | 96 | 35 | 106 | 96 |
| HCT-15 | 101 | 106 | 104 | 19 | 101 | 100 |
| HCC-2998 | 103 | 101 | 110 | -32* | 108 | 106 |

55: CC(=O)[C@@]1(O)CC[C@H]2[C@@H]3CC[C@@H]4CC(=O)CC[C@]4(C)[C@H]3[C@@H](O)C[C@@]21C
56: COc1cc2nc(Cl)nc(Nc3cccc(C4=Nc5c(N)nc(N)nc5NC(c5ccccc5)C4)c3)c2cc1OC (stereo not given)
57: Oc1c(Cl)cc(Cl)c(Cl)c1Cl
58: COc1ccc(N2N=C(c3ccc4c(c3)OCO4)CC2c2cccc(NC(=O)CCCNS(=O)(=O)c3ccc(OC)cc3)c2)cc1 (stereo not given)
59: Cc1csc(Nc2nc(-c3cccc(Cl)c3)nc(C(Cl)(Cl)Cl)n2)n1
60: O=C(N/N=C/c1ccc(-c2cccc([N+](=O)[O-])c2)s1)c1[nH]c2ccc(Br)cc2c1-c1ccccc1

| screen / no. | 55 | 56 | 57 | 58 | 59 | 60 |
| --- | --- | --- | --- | --- | --- | --- |
| 786-0 | 99 | 77 | 111 | 80 | 59 | 93 |
| UO-31 | 92 | 94 | 85 | 79 | 40 | 82 |
| SW-620 | 100 | 85 | 102 | 100 | 42 | 99 |
| TK-10 | 97 | 110 | 122 | 76 | 3.9* | 101 |
| HCT-116 | 107 | 75 | 101 | 81 | 38 | 83 |
| HT29 | 100 | 90 | 105 | 97 | 2.7* | 109 |
| SN12C | 95 | 93 | 99 | . | 84 | 91 |
| HCT-15 | 103 | 49 | 100 | 89 | 54 | 85 |
| HCC-2998 | 98 | 94 | 106 | 99 | 7.1* | 107 |
